AddAB inh = less growth of phage-infected E. coli with AddAB. 330,000 compounds, 0.29% hits. E. coli expressing H. pylori AddAB, absorbance growth. inhibition, % at 11.9 µM; in the data active = inhibition above about 12%;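 also: 0% = vehicle wells of infected cells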
HTR5A inv ag = inverse agonist of human HTR5A in OPRM1-OPRD1 counter-screen. P47898. HTR5A cell line, luminescence, inverse agonism. inhibition, % at 9.3 µM. 340,000 compounds, 0.083% hits; in the data active = inhibition mostly above about 23%, no sharp cut-off; inactive = mostly below about 18%;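 also: 0% = cells with DMSO and 100% = no-cell wells with DMSO; some compounds called inactive have numbers as strong as hits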
PfHsp90 yeast 2 = inhibits growth of yeast expressing Plasmodium falciparum Hsp90; S. cerevisiae expressing PfHsp90, BacTiter-Glo ATP, 48 h; yeast lacking PDR1 and PDR3 efflux regulators; inhibition, % at 9.4 µM; 310,000 compounds, 0.32% hits;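 active = every replicate shows inhibition above about 80%, whatever the replicate mean, limit read from the data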;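 also: 0% = DMSO neutral controls and 100% = 20 µM radicicol positive controls; yeast relying on Plasmodium falciparum Hsp90 in place of its own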
HTR5A ag ctr = counter-screen for OPRM1-OPRD1 agonists: human HTR5A agonism | P47898 | HTR5A agonist assay, luminescence, cell-based | activation, % at 9.3 µM | 340,000 compounds, 0.61% hits | AID 504692; in the data active = activation mostly above about 9.5%, no sharp cut-off; inactive = mostly below about 7.6%;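 also: 0% = cells with vehicle only and 100% = reference agonist; strong numbers were not always called active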
OPRM1-OPRD1 inv = inverse agonists of human mu-delta opioid receptor heterodimerization | P35372+P41143 | cell-based MOR-DOR heterodimer luminescence, inverse agonism | inhibition, % at 9.3 µM | 340,000 compounds, 0.21% hits; in the data active = inhibition above about 22%, passing the limit was not always enough;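 also: 0% = cells with DMSO and 100% = wells without cells with DMSO; values of inactives mirror those of a sister screen read the other way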
OPRM1-OPRD1 ag = agonists of human mu-delta opioid receptor heterodimerization; P35372+P41143; cells, OPRM1-OPRD1 heterodimerization, luminescence; activation, % at 9.3 µM; 340,000 compounds, 0.3% hits; AID 504326; in the data active = activation above about 18%;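 also: 0% = vehicle-treated cells and 100% = reference agonist; values of inactives mirror those of a sister screen read the other way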
SUMO Mot1 rescue = SUMOylation pathway inhibition by Mot1-301 growth rescue; AID 2716; growth rescue, % at 18.8 µM; 320,000 compounds, 1% hits; S. cerevisiae Mot1-301 growth rescue, ATP luminescence, 38.5C; percent above DMSO median, 100 means doubled;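 active = every valid replicate shows activation above 250% relative to neutral control wells; inactive = the rest, any valid replicate at or below 250%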;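 also: OY570 slx delta 5 strain wells were the positive control but not used for scaling; some compounds called inactive have numbers as strong as hits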
DSG3 Ab inh = human desmoglein-3 autoantibody binding inhibition; P32926; DSG3-coupled beads, scFv-anti-DSG3-GFP binding, flow cytometry; hits give low values; binding (percent of control), % at 10 µM; 310,000 compounds, 0.48% hits; AID 588358;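 active = binding more than 3 SD below its plate's average and above zero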;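 also: hits lower antibody fragment binding to DSG3; some compounds called inactive have numbers as strong as hits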
Target sequence (P32926 whole entry, looked up, the tested form may be a part): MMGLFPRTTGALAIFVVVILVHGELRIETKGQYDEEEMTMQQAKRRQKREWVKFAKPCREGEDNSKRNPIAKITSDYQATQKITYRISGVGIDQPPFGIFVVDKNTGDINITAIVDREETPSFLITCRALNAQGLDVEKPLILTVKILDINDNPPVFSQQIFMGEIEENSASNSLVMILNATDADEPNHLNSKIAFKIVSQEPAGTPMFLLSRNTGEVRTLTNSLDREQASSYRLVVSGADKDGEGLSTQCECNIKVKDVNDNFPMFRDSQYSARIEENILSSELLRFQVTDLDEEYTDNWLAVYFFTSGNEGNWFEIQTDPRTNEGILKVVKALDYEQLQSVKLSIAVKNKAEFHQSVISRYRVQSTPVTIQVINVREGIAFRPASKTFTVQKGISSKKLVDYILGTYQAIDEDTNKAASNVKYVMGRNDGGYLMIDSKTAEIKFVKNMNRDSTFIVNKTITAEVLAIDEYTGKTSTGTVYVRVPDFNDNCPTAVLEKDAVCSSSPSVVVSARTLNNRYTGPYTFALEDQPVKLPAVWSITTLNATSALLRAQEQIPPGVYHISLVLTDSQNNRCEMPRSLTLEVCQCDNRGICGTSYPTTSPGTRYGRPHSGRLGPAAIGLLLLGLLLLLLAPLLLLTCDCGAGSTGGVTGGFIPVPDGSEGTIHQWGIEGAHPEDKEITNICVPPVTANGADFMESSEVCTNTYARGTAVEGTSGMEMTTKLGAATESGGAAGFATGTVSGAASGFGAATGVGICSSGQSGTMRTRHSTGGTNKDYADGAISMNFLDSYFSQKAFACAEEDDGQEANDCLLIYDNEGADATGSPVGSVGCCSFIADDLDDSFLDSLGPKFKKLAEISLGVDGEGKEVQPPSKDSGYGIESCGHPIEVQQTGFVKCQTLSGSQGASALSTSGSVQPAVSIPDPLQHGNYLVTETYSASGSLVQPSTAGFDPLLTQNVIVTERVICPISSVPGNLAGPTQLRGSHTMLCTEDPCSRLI
phage Ecoli inh = E. coli growth loss with phage present; growth absorbance; inhibition, % at 11.9 µM; 360,000 compounds, 0.26% hits; AID 651602; in the data active = inhibition above about 11%
PKA-R1A activ = activates the PKA-R1A holoenzyme complex; P00514+P68181; PKA-R1A dissociation, Cy5-IP20 fluorescence polarization; scaled: DMSO 0%, 113 µM cGMP 100%; activation, % at 11.4 µM; 340,000 compounds, 0.083% hits; AID 504707;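 active = percent activation above the mean of all tested compounds plus 3 SD, cut at about 19% in these data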;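 also: higher means more PKAc released from R1A so a rise in polarization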
E coli growth = counter-screen for AddAB inhibitors: E. coli growth inhibition; inhibition, % at 11.9 µM; 330,000 compounds, 0.27% hits; E. coli V3065 growth, OD600 absorbance, 18 h;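 active = inhibition above the campaign's mean inhibition across all tested compounds plus 3 SD, cut at about 9.9% in these data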;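 also: uninfected addAB+ strain grown without phage in ampicillin broth; 0% = DMSO wells and 100% = ciprofloxacin 0.95 µg/ml wells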
* = called active by the depositor; . = no result given.

No.	smiles	AddAB inh	HTR5A inv ag	PfHsp90 yeast 2	HTR5A ag ctr	OPRM1-OPRD1 inv	OPRM1-OPRD1 ag	SUMO Mot1 rescue	DSG3 Ab inh	phage Ecoli inh	PKA-R1A activ	E coli growth
1	CN(c1ccc(OC(=O)c2ccc(-n3cncn3)c([N+](=O)[O-])c2)cc1)S(=O)(=O)c1ccccc1	2.2	1.1	-3.9	-0.4	-9.6	2.4	0.3	.	5.5	-2.2	2.1
2	C=CC[C@@H](CC(=O)N(CCO)Cc1ccccc1)C(=O)N[C@H](COC(=O)[C@@H](CC=C)Cc1ccc(F)cc1)c1ccccc1	-1.1	16.3	2.8	5.9	-7.6	1.6	-10.1	100.9	0.7	-5.5	-0.2
3	COc1ccccc1C(=O)NNC(=O)C1CCN(C(=O)OC(C)(C)C)CC1	3.9	6.6	7.1	-1.5	8.6	-1.7	3.0	97.4	2.9	10.9	-0.2
4	c1ccc(OCc2nn3c(-c4ccncc4)nnc3s2)cc1	0.8	-12.0	19.1	-3.5	7.0	-1.3	8.3	106.2	1.6	-3.8	-2.2
5	CCOC(=O)c1nn(-c2ccc(Cl)cc2)cc1O	3.4	-8.9	24.6	3.3	-19.2	3.6	-17.1	76.9	4.0	15.8	1.5
6	COc1ccc(CN(C(=O)Cn2nnc(-c3ccc(C)o3)n2)C(C(=O)NCC2CCCO2)c2ccco2)cc1 (stereo not given)	1.1	-11.1	3.5	3.7	-13.8	2.2	268.6	85.7	5.5	3.5	0.4
7	O=C(O)c1[nH]c2ccc([N+](=O)[O-])cc2c1-c1ccccc1	2.5	-28.5	8.5	10.4	3.7	-0.7	6.3	102.5	1.4	5.8	1.5
8	COC(=O)C1=C(C(=O)OC)[C@@H]2N(C)c3ccc(OC)cc3[C@@]23C[C@@H](C(=O)OC)N(S(=O)(=O)c2ccc(OC)cc2)C3=N1	2.3	1.9	.	-1.9	8.5	-1.6	9.6	108.2	2.0	3.0	-1.5
9	CC(C)c1ccc(NS(=O)(=O)c2ccc(-n3cccn3)cc2)cc1	3.2	-8.4	-4.3	2.2	-48.2	9.3	-6.7	.	-0.2	4.0	1.7
10	COc1ccc(-c2n(CC(=O)OC3CC(C)CCC3C(C)C)c3ccccc3[n+]2C)cc1 (stereo not given)	.	-7.1	4.9	2.7	2.1	-0.4	.	106.3	1.2	-7.1	.
11	CCN1CCN(c2cc(=O)n(-c3cc(Cl)ccc3C)c(=O)[nH]2)CC1	-1.0	-22.4	-0.8	6.3	13.5	-2.6	205.6	93.1	3.6	-5.1	-1.2
12	N#CCCn1cc(/C=C/C(=O)O)c(-c2ccc(F)cc2)n1	2.7	29.0	-50.7	-4.2	15.0	-2.9	.	106.4	2.8	1.9	1.4
13	CCOC(=O)C1(Cc2ccccc2)CCCN(C(=O)C=C(C)C)C1 (stereo not given)	1.8	-20.6	18.6	2.5	3.0	-0.6	-13.6	110.4	-2.2	4.8	-1.9
14	CC(=O)c1c(C)[nH]c(C(=O)NCCC2=CCCCC2)c1C	1.6	-14.7	12.4	7.7	-0.8	0.1	-2.6	99.2	-3.7	-8.0	-0.8
15	CC(C)(CO)NS(=O)(=O)c1ccc2c(c1)C(=NO)c1cc(S(=O)(=O)NC(C)(C)CO)ccc1-2	3.7	10.0	15.6	-3.6	13.1	-2.9	-11.6	100.2	2.1	-9.0	0.5
16	Cc1ccc(Cl)cc1N(CC(=O)N1CCOCC1)S(C)(=O)=O	0.7	-0.8	-0.3	0.2	11.6	-2.4	-9.6	96.0	2.9	-1.9	0.1
17	O=C(C1CCCO1)N1CCN(S(=O)(=O)c2ccc(Cl)cc2)CC1 (stereo not given)	-0.4	-3.1	-5.0	1.5	9.1	-1.7	0.1	.	2.4	-7.0	-0.4
18	CCOc1nc(Nc2ccc(Cl)cc2)nc(OCC)n1	2.3	-32.4	6.8	8.8	-9.8	2.1	-15.7	99.9	1.2	-5.9	-1.7
19	O=C(COC(=O)c1cccc(Br)c1)NC(=O)NC1CCCC1	.	-4.3	-17.3	1.4	-52.2	8.1	.	103.0	0.7	15.0	.
20	C=CCNc1ncnc2c1[nH]c1ccc(C)cc12	4.3	2.0	-19.3	2.1	2.1	-0.4	16.7	118.8	5.2	0.2	1.6
21	O=C(c1ccc2c(c1)N(Cc1ccc(F)cc1)C(=O)c1ccccc1S2(=O)=O)N1CCN(c2ccccn2)CC1	2.5	2.1	-20.6	-0.8	-13.4	1.9	-15.2	96.8	4.1	-8.0	-1.9
22	Cc1nc2[nH]c(=S)[nH]c(=O)c2nc1C	.	13.1	-13.6	-3.4	15.2	-3.0	.	88.3	4.4	-11.2	.
23	Cc1ccc(NC(=O)c2cn(-c3cccc(C)n3)cn2)cc1	4.5	-8.6	-6.9	3.6	2.0	-0.5	9.7	.	1.3	-1.7	0.9
24	O=C(NCc1ccc(C(F)(F)F)cc1)c1ccc2c(c1)S(=O)(=O)c1ccccc1C2=O	2.6	-23.0	5.0	7.9	-3.4	0.6	16.7	102.8	2.5	-4.3	0.7
25	COc1ccc(N(C(C)C(=O)NN=C2CCCC2)S(C)(=O)=O)cc1 (stereo not given)	-1.3	0.8	-4.3	5.8	0.8	-0.1	186.4	107.9	2.3	-0.6	-3.9

The list goes on, starting with the last 4 of the part before.
No.	smiles	AddAB inh	HTR5A inv ag	PfHsp90 yeast 2	HTR5A ag ctr	OPRM1-OPRD1 inv	OPRM1-OPRD1 ag	SUMO Mot1 rescue	DSG3 Ab inh	phage Ecoli inh	PKA-R1A activ	E coli growth
22	Cc1nc2[nH]c(=S)[nH]c(=O)c2nc1C	.	13.1	-13.6	-3.4	15.2	-3.0	.	88.3	4.4	-11.2	.
23	Cc1ccc(NC(=O)c2cn(-c3cccc(C)n3)cn2)cc1	4.5	-8.6	-6.9	3.6	2.0	-0.5	9.7	.	1.3	-1.7	0.9
24	O=C(NCc1ccc(C(F)(F)F)cc1)c1ccc2c(c1)S(=O)(=O)c1ccccc1C2=O	2.6	-23.0	5.0	7.9	-3.4	0.6	16.7	102.8	2.5	-4.3	0.7
25	COc1ccc(N(C(C)C(=O)NN=C2CCCC2)S(C)(=O)=O)cc1 (stereo not given)	-1.3	0.8	-4.3	5.8	0.8	-0.1	186.4	107.9	2.3	-0.6	-3.9
26	COc1ccc(NC(=O)CCc2nnc3ccc(NCc4ccco4)nn23)cc1OC	0.7	16.9	17.0	0.0	5.3	-1.0	-4.0	.	0.3	4.7	-1.0
27	COc1ccccc1C(=O)Nc1ccnn1C1CCN(Cc2cnn(C)c2)CC1	4.9	2.3	5.8	-1.0	12.0	-2.4	-12.3	107.2	2.0	-6.7	1.3
28	O=C(O)CC(CNC(=O)C1CCCN1C(=O)OCc1ccccc1)c1ccccc1 (stereo not given)	.	-0.6	7.8	0.2	18.3	-4.0	-7.1	93.4	1.8	-2.4	.
29	O=C(N/C(=C\c1cccc(Br)c1)C(=O)N1CCCCC1)c1ccco1	3.7	0.9	-1.1	-2.5	13.2	-2.5	-18.9	100.2	2.1	-15.0	0.0
30	Nc1c(C(=O)NCc2ccc3c(c2)OCO3)nnn1Cc1ccc(Br)cc1	1.6	-0.8	-5.7	13.8	-8.4	1.6	0.8	86.6	2.2	-5.0	-0.9
31	Cc1ccc(S(=O)(=O)Cn2nnnc2CN2CCCC3(CCCCC3)C2)cc1	-0.8	3.1	29.8	3.7	-8.1	1.4	27.7	124.6	0.1	-5.0	0.6
32	Cn1c(SCC(=O)c2cc(Cl)c(Cl)s2)nnc1-c1ccco1	2.3	.	4.6	.	.	.	4.9	95.1	1.6	.	0.7
33	COc1ccc(-n2c(COc3ccccc3)nnc2SCC(N)=O)cc1	-1.2	2.3	.	-1.9	14.8	-2.5	2.5	100.5	3.9	-0.1	-1.1
34	CCCCN(CC)c1nc(N)c(C#N)c(CC#N)c1C#N	-0.2	-4.9	.	-1.8	-4.0	0.7	37.8	.	3.5	-8.9	0.0
35	COc1cc(CNCc2ccccc2C(F)(F)F)cc(OC)c1	1.5	-15.9	3.8	8.2	-27.7	5.2	11.3	96.0	3.5	-5.9	-1.2
36	O=C(c1ccccc1)C1CCN(c2ncccc2[N+](=O)[O-])CC1	3.7	2.5	4.8	-1.0	16.7	-3.4	0.6	.	1.6	-2.7	1.9
37	CC1(C)Cc2cccc(OCC(=O)Nc3cc(S(C)(=O)=O)ccc3Cl)c2O1	1.3	-1.0	.	0.4	7.5	-1.8	3.6	83.0	-0.8	-0.1	0.3
38	CC(C)CN1CCC(=O)N(CCSc2ccccc2)CC1	2.6	-22.2	15.3	8.6	-3.0	0.7	-10.0	106.4	3.2	0.0	3.5
39	CC1=NN(c2ccc(S(=O)(=O)O)cc2C)C(=O)C1	-0.7	-8.7	12.4	3.5	6.7	-1.3	-6.5	98.2	1.7	0.3	-1.1
40	Cc1c(C(=O)NCc2cccs2)oc2ccc(S(=O)(=O)N3CCOCC3)cc12	0.1	-7.6	27.6	-0.9	2.8	-0.5	126.1	103.1	0.6	1.9	-0.3
41	COc1ccc(-c2nn3c(=O)c(C)nnc3s2)cc1	.	-4.6	2.2	1.3	15.1	-3.2	-0.7	80.9	.	-7.0	.
42	CCCCN(C(=O)c1cc(-c2ccco2)nc2ccccc12)c1c(N)n(CCC)c(=O)[nH]c1=O	-0.2	-2.0	1.2	0.8	2.0	-0.5	231.1	100.0	0.5	-8.0	1.8
43	CCOC(=O)CN1C(=O)N[C@@H](c2ccccc2)[C@@H](C(=O)OC)[C@H]1C	2.3	-4.8	-7.7	1.8	10.6	-1.8	4.7	99.6	-1.0	-1.6	-0.8
44	C/C(=N\Nc1c(F)c(F)c(Br)c(F)c1F)c1ccncc1	-2.0	-12.7	-8.3	3.4	-7.0	1.4	39.5	123.5	1.0	-4.9	-4.9
45	COc1ccc(CNC(=O)C2CCN(S(=O)(=O)c3cccc4cccnc34)CC2)cc1	13.5*	-8.3	37.2	2.8	-2.9	0.6	5.9	102.8	2.6	-2.2	2.1
46	N#Cc1c(NC(=O)CSc2nc3c(c(C(F)(F)F)n2)CCc2ccccc2-3)sc2c1CCCC2	2.2	7.0	3.9	-1.8	14.0	-2.6	24.6	100.0	0.7	-4.0	-0.2
47	CN(C(=O)CSc1nnc2ccccn12)c1c(N)n(Cc2ccccc2)c(=O)[nH]c1=O	-0.9	8.2	3.4	4.8	9.4	-1.8	-20.7	117.9	3.7	-1.9	-1.2
48	O=C(CCNC(=O)c1ccccc1Cl)NCC12CC3CC(CC(C3)C1)C2	1.2	-35.7	-32.7	2.4	18.0	-3.5	-3.7	.	2.1	-3.6	-1.0
49	CCOc1cc(C(=O)Nc2ccc(S(=O)(=O)NC3=NCCCCC3)cc2)cc(Br)c1OC	0.2	-10.7	-2.1	4.1	-6.2	0.9	-7.0	105.3	3.5	-11.0	2.6

Bioassay records as filed in PubChem.
